# CXCR6 block = inhibitors of human CXCR6 receptor; hit rate 0.36% among 360,000; O00574; CHO-K1 PathHunter CXCR6 beta-arrestin, luminescence; inhibition, % at 20 µM; in the data active means inhibition above about 34%, passing the limit was not always enough;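 further: antagonist mode with CXCL16 agonist at 10 nM final; 0% = 10 nM CXCL16 with DMSO and 100% = unstimulated wells without agonist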
# Mdm2 MdmX PPI = inhibitors of human Mdm2/MdmX interaction. O15151+Q00987. SaOS-2 split-luciferase Mdm2/MdmX complementation, luminescence. inhibition, % at 8 µM. hit rate 3% among 330,000. AID 485346;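 active means inhibition of at least 50% at 8 µM in the primary screen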
# Target sequence (O15151 whole entry, looked up): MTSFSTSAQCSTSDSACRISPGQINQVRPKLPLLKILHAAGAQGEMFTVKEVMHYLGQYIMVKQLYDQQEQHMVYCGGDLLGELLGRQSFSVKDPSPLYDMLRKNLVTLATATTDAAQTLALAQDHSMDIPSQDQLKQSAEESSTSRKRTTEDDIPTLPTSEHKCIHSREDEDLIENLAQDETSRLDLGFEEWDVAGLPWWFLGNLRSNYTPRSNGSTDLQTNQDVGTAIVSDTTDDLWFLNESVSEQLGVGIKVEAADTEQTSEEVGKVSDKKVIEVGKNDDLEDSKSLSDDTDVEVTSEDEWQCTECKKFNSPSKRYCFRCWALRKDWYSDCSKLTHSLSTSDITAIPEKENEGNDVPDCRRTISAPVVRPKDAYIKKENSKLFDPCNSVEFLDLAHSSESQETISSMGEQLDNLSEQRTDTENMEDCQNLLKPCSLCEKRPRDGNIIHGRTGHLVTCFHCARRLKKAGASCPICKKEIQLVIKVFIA
# Target sequence (Q00987 whole entry, looked up): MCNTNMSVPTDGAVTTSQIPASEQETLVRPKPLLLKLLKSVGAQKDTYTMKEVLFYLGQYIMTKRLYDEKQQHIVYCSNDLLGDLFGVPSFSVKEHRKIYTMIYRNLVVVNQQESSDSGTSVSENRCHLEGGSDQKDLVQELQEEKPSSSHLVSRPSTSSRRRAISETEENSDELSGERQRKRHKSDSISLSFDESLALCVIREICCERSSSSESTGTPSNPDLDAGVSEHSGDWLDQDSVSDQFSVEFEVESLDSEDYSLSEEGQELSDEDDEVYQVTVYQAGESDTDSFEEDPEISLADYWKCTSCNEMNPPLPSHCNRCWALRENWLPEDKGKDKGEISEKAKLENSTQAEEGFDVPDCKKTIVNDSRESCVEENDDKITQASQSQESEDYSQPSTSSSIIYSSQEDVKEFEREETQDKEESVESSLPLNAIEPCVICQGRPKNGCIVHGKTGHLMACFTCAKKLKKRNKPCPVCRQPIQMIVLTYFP
# TIM10 inh = TIM10 yeast growth inhibition; S. cerevisiae TIM10 strain growth, BacTiter-Glo luminescence, 24 h; inhibition, % at 10 µM; hit rate 1.4% among 330,000; AID 463195;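 active means inhibition of 40% or more at the single tested concentration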;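 further: wild-type TIM10 isogenic control strain grown at permissive 25 °C; 0% = DMSO yeast wells and 100% = minimal medium wells without yeast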
# tim23-1 inh = inhibits growth of tim23-1 mutant yeast; S. cerevisiae tim23-1 growth, BacTiter-Glo luminescence, 24 h; inhibition, % at 20 µM; AID 463212; hit rate 1.3% among 330,000;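 active means growth inhibition of the mutant yeast at or above 50%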;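 further: temperature-sensitive mutant grown at 25 °C; plate controls were DMSO-treated mutant yeast for no effect and medium wells lacking yeast for full effect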
# APJ agonist = agonists of human APJ apelin receptor. CHO-K1 APJ PathHunter beta-arrestin, luminescence; 0% DMSO wells, 100% apelin. hit rate 0.11% among 330,000. activation, % at 20 µM. P35414;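 active means activation more than six SD over the plate average, tested at 20 µM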;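 further: 0% = DMSO alone and 100% = apelin-13 at 10 nM; some results filed as inactive read as strong as hits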
#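 Assay system – PathHunter CHO-K1 APJ (AGTRL-1) beta-arrestin reporter cells · Compound – one dose, 20 µM compound, 1% DMSO · Timing – compound 90 min 25 °C, reagent 1 h · Measured by – luminescence from split beta-galactosidase complementation, Galacton Star/Emerald II substrate · Measure – beta-arrestin recruitment to APJ as agonist activity, luminescent signal · Benchmarks – DMSO vs Apelin-13 10 nM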
# CHOP UPR activ = activators of apoptotic arm of unfolded protein response (CHOP). AID 449763. CHO-CHOP luciferase reporter, UPR activation, luminescence; percent of tunicamycin response over DMSO baseline. hit rate 0.34% among 330,000. activation, % at 10 µM;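 active means at 10 µM dose, activation of 40% or more, normalized to positive control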;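 further: 100% = tunicamycin at 10 µg/mL and 0% = DMSO alone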
#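 Dosing – one dose, 10 µM in 0.5% DMSO · System – CHO-CHOP cells, stable luciferase reporter of PERK-eIF2a-CHOP signalling · Input – 500 cells/well · Control set – tunicamycin 10 µg/mL final as positive, DMSO-only wells as negative · Timing – 6 h compound treatment, 37 °C · Measure – % activation vs tunicamycin · Technique – luminescence read with Steady-Glo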
# tim10-1 inh = growth inhibitors of tim10-1 mutant yeast. hit rate 2.2% among 330,000. inhibition, % at 20 µM. S. cerevisiae tim10-1 ts strain growth, BacTiter-Glo, 24 h;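 active means inhibition of at least 40%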;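 further: mutant grown at 25 °C; 0% = DMSO wells with yeast and 100% = wells holding no yeast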
# APJ antagonist = APJ receptor antagonism | AID 2521 | CHO-K1 APJ beta-arrestin complementation, luminescence | P35414 | inhibition, % at 20 µM | hit rate 0.32% among 330,000;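 active means inhibition above about 40% at 20 µM, limit read from the data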;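 further: cells challenged with 10 nM apelin-13 agonist together with compound; plate controls were apelin-13 plus DMSO wells for no effect and DMSO wells lacking apelin-13 for full effect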
# UPR XBP1 act = adaptive UPR (XBP1) activation | hit rate 0.33% among 330,000 | CHO-XBP1 luciferase reporter, IRE1-XBP1 UPR activation, luminescence; percent of tunicamycin response, DMSO as zero | activation, % at 20 µM;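 active means versus positive control, 20 µM dose yields 30% or more activation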;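 further: 100% = tunicamycin at 10 µg/mL and 0% = DMSO only wells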
#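 Material: CHO cell line with stable XBP1 luciferase reporter; schedule: 16-18 h cell attachment at 37 °C, then 6 h compound exposure; signal: glow luminescence from Steady-Glo reagent; medium: serum-containing F12 medium, 10% FBS; benchmarks: tunicamycin 10 µg/mL and vehicle-only wells; read-out: percent activation relative to tunicamycin reference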
# Active calls of the source: *. The list is partial; count on the stated rates, not on these rows.
SMILES,CXCR6 block,Mdm2 MdmX PPI,TIM10 inh,tim23-1 inh,APJ agonist,CHOP UPR activ,tim10-1 inh,APJ antagonist,UPR XBP1 act
CC(NC(=O)c1ccc(F)cc1)c1ccccc1 (stereo unspecified),6,-5,-10,1,-1,-2.9,21,10,0
CCOC(=O)C1=C(C)NC(=S)NC1/C=C/c1ccccc1 (stereo unspecified),8,12,36,23,-2,-1.9,16,0,-3
COc1ccc(OC)c(NC(=O)Nc2cc(C(=O)O)ccc2C)c1,4,2,-4,11,-1,0.0,8,4,-5
C=CCOc1cccc(C(=O)N2CCCC(Nc3ccc4c(c3)OCCO4)C2)c1 (stereo unspecified),-11,-9,1,20,2,1.0,15,8,-8
Cc1cccc(OCC(=O)N(Cc2ccc(N(C)C)cc2)C2CCS(=O)(=O)C2)c1 (stereo unspecified),3,8,-8,16,-7,-0.1,7,0,1
COCCCNC(=O)c1c(N)n(-c2ccc3c(c2)OCO3)c2nc3ccccc3nc12,-3,16,13,18,0,-1.7,24,8,2
CCOCCCNC(=O)CCc1ccc(-n2cnc3cccnc32)cc1,-1,12,6,-1,-2,-1.1,1,7,-7
CCc1nc(N2CCCCC2C(=O)O)c2oc3ccccc3c2n1 (stereo unspecified),0,-15,4,3,0,-0.9,6,-4,1
CSc1nc(-c2ccc(N(C)C)cc2)c(C#N)c(=O)n1C,8,5,18,36,2,1.7,35,2,1
COc1ccc(C(=O)N/N=C/c2ccc(OC(=O)c3cccs3)cc2)cc1,0,7,18,-4,0,-0.1,-8,-11,2
CCn1c(C)nc2cc(S(=O)(=O)N3CCCC3)ccc21,-2,-10,3,11,3,-3.3,9,-9,-3
CCC1CCC/C1=N\NC(=O)c1cc(C)[nH]n1 (stereo unspecified),-5,25,3,0,4,3.0,-1,7,0
Cc1cccc(CC(=O)NC2CCCCCC2)c1,1,-22,-6,20,-2,3.5,14,15,-1
CC(=O)c1ccc(NC(=O)c2sc3nc4n(c(=O)c3c2C)CCCCC4)cc1,-2,-29,-12,19,7,5.7,-6,-14,0
CCc1nc(SCC(=O)NCCc2ccccc2)c2c(=O)n(C)c(=O)n(C)c2n1,-11,11,-15,11,-2,0.4,-1,-9,-2
CCOc1ccc(NC(=O)COc2ccccc2C(=O)NCc2ccccc2)cc1,2,-18,14,35,-4,1.6,12,5,-3
Cn1ncc(N=Cc2c(O)ccc3ccccc23)c1C(=O)N1CCOCC1,-7,-5,22,-3,-5,2.9,13,7,-2
Cc1ccc(-c2c3c(=O)n(C)c(=O)n(C)c3cn2CCCN2CCOCC2)cc1,-6,21,-9,-9,-1,-2.5,3,14,-7
CC1=NN(C(=O)c2ccccc2)C(O)(c2ccc(Br)cc2)C1 (stereo unspecified),34,46,-15,6,-5,5.3,-5,24,4
N/C(=N\OC(=O)c1cccc2ccccc12)c1ccc(Br)cc1,-4,98*,69*,63*,3,3.7,67*,-30,3
O=C(Nc1ccc(Br)cc1)c1cc(-c2cccs2)on1,6,2,-1,-2,-2,6.9,2,-3,3
Cc1nc2cc3nc(C(F)(F)F)[nH]c3cc2[nH]1,-16,-30,-8,10,0,-0.8,-5,-16,4
c1ccc(Cn2nnnc2CN2CCCC2)cc1,-5,9,1,11,-6,1.3,2,13,-5
CCOc1ccc(N(CC(=O)Nc2c(C)n(C)n(-c3ccccc3)c2=O)S(=O)(=O)c2ccccc2)cc1,6,3,14,1,-1,-1.2,3,14,-4
COCCC(=O)N(Cc1ccc2c(c1)OCO2)C(C(=O)NC1CCCCC1)c1ccncc1 (stereo unspecified),1,-13,13,15,-4,-2.1,6,17,-1

# Structures shown so far that have bromine (3):
SMILES,CXCR6 block,Mdm2 MdmX PPI,TIM10 inh,tim23-1 inh,APJ agonist,CHOP UPR activ,tim10-1 inh,APJ antagonist,UPR XBP1 act
CC1=NN(C(=O)c2ccccc2)C(O)(c2ccc(Br)cc2)C1 (stereo unspecified),34,46,-15,6,-5,5.3,-5,24,4
N/C(=N\OC(=O)c1cccc2ccccc12)c1ccc(Br)cc1,-4,98*,69*,63*,3,3.7,67*,-30,3
O=C(Nc1ccc(Br)cc1)c1cc(-c2cccs2)on1,6,2,-1,-2,-2,6.9,2,-3,3

# Additional results:
SMILES,CXCR6 block,Mdm2 MdmX PPI,TIM10 inh,tim23-1 inh,APJ agonist,CHOP UPR activ,tim10-1 inh,APJ antagonist,UPR XBP1 act
CCCC(=O)Nc1nnc(-c2ccccc2)o1,-1,14,3,8,-3,1.2,-7,8,1
COc1cccc(C(=O)Nc2ccc(NC(=O)C(C)C)nc2)c1,-9,14,3,15,8,0.4,5,-5,-1
CC(=O)c1cccc(NC(=O)Nc2cccnc2)c1,-1,54*,-1,2,-2,0.1,12,-2,-1
c1cc(-c2nnc3n2CCCCC3)ccn1,0,-14,5,7,0,0.7,9,-2,-3
CCOC(=O)c1cccc(NC(=O)c2cnccn2)c1,-4,-26,6,20,-4,1.8,-2,0,-3
CC(C)(C)[C@H]1COC(=O)CCCC/C=C\C[C@H](CC(=O)N(CCO)Cc2ccccc2)C(=O)N1,0,-6,11,-6,-3,0.0,6,5,-3
COc1ccc(C(=O)NNC(=O)CCC(=O)NNC(=O)c2ccc(OC)cc2)cc1,4,-11,6,4,-2,3.1,-13,27,0
CC(C)OC1(c2ccccc2)OC(=O)c2ccccc21 (stereo unspecified),15,-11,-3,7,-1,0.2,15,6,0
CCOc1ccc(CN2CCC(n3nccc3NC(=O)CCCc3ccccc3)CC2)cc1,0,33,5,-1,-6,-1.9,-13,19,-3
COc1ccccc1-n1cc(CN2CCN(CC=C(C)C)C(CCO)C2)cn1 (stereo unspecified),7,8,-3,-4,-1,0.7,15,1,-1
CCOC(=O)c1sc(NC(=O)c2ccoc2C)c(C(N)=O)c1C,6,-10,-32,7,0,-1.8,-16,12,-2
NC(=O)C1CCN(c2nc(-c3ccccc3)nc3ccccc23)CC1,2,15,25,22,3,0.3,34,12,-1
OC(COc1ccccc1)CN1CCCC1 (stereo unspecified),-3,-3,10,14,-2,0.5,6,-4,1
COc1cccc(NC(=O)CN(c2ccccc2OC)S(=O)(=O)c2cccs2)c1,1,0,6,33,2,-0.6,20,-1,0
CCC(=O)Nc1sc2c(c1C#N)CC(C)(CC)OC2 (stereo unspecified),-4,-13,-18,29,0,-0.5,1,-2,5
Cc1ccc(NC(=O)NC2CCN(CC(=O)Nc3nccs3)CC2)cc1,-6,-13,2,-12,0,-0.8,2,4,0
O=c1c(C(c2ccccc2)c2c(O)sc3ccccc3c2=O)c(O)sc2ccccc12,-8,36,-6,31,-1,-0.4,-217,-4,3
CCN(c1cccc(C)c1)S(=O)(=O)c1ccc2c3c(cccc13)C(=O)N2,5,13,-6,-18,-6,-0.3,0,16,-2
COc1ccc(CC(=O)NCC(=O)N=Nc2c(O)[nH]c3ccccc23)cc1,-5,0,12,1,0,-0.6,-12,1,-4
O=C(/C=C/c1cccc(F)c1)NCc1ccc2c(c1)OCO2,-3,27,-35,13,-3,2.2,-31,4,0
Cc1ccc(NC(=O)C2CCC(C(C)(C)C)CC2)cc1S(=O)(=O)N1CCOCC1 (stereo unspecified),-2,28,23,30,1,-1.5,10,-4,-3
COc1cccc(NC(=O)C2CC(=O)N(Cc3ccco3)C2)c1 (stereo unspecified),8,4,1,-14,-1,-0.5,-14,-2,-1
CN(c1ccccc1)S(=O)(=O)c1nnc(NC(=O)c2ccco2)s1,1,30,16,36,5,0.2,38,10,3
CC1(C)Cc2c(sc3c2c(=N)n(Cc2ccco2)c(=O)n3Cc2ccccc2)CO1,4,-3,21,7,-1,-3.8,27,10,2
C=CCc1ccc(OCC(O)CN2CCN(c3ccccc3OC)CC2)c(OC)c1 (stereo unspecified),3,9,-22,13,1,0.1,21,-7,-7
SMILES,CXCR6 block,Mdm2 MdmX PPI,TIM10 inh,tim23-1 inh,APJ agonist,CHOP UPR activ,tim10-1 inh,APJ antagonist,UPR XBP1 act
COc1ccc2c(C)cc(SCC(=O)Nc3cccnc3Cl)nc2c1,4,-4,-11,-21,-1,-2.0,15,0,-2
CCCN(CCC)CCCNC(=O)c1cc2c(=O)[nH]c3ccccc3c2n1C,4,-4,3,9,-1,0.8,-3,-15,-3
C=CCn1c(SCC(=O)C(C)(C)C)nnc1-c1cccs1,-4,6,1,18,-5,-1.9,17,16,-1
CSc1cccc(NS(=O)(=O)c2cccs2)c1,-4,30,-1,7,-5,-0.9,6,-3,-4
Cc1cc(Br)ccc1NC(=O)CNC(=O)c1ccc(-n2cncn2)c([N+](=O)[O-])c1,3,13,-5,-10,9,1.4,-15,-48,-4
CC(C)(C)S(=O)(=O)Cc1nc(-c2ccc(Cl)c(Cl)c2)cs1,-5,6,-3,24,4,4.5,25,-1,-1
Cc1cccc(OCC(=O)Nc2ccc(NC(=O)c3ccccc3)cc2)c1,4,12,8,8,-5,1.0,8,-4,-3
COc1cc(CC(=O)OCC(=O)c2ccc(F)cc2)cc(OC)c1OC,0,14,2,3,-1,-2.4,-10,5,-3
O=C1c2cccnc2C(=O)N1Cc1cccs1,-1,-24,-6,-17,-2,-2.3,-1,-35,-1
COc1cccc(NC(=O)CCCn2c(=S)[nH]c3ccccc3c2=O)c1,-4,0,24,20,-3,-0.1,28,9,-2
COc1ccc(-c2nc(-c3ccccc3)no2)c(OC)c1,6,58*,9,27,-3,-7.6,20,10,-11
COc1ccccc1N(CC(=O)Nc1ccc2c(c1)OCCO2)S(C)(=O)=O,0,27,4,10,0,0.0,8,10,-4
CN(C)S(=O)(=O)c1ccc(NC(=O)Cn2ccsc2=N)cc1,-2,0,18,3,-3,-0.5,12,-1,-1
O=C(/C=C/c1ccc(OCCCF)cc1)NCc1cccc(Cl)c1,4,9,3,18,0,-1.6,2,8,-5
COc1ccccc1CN(C)C(=O)c1cccc(S(=O)(=O)N2CCN(Cc3ccccc3)CC2)c1,2,12,22,21,-4,-0.7,28,-1,-2
CN(C)C(CN=C1NS(=O)(=O)c2ccccc21)c1ccco1 (stereo unspecified),1,-3,-3,-8,2,1.2,-6,12,-2
CS(=O)(=O)Nc1nnc(SCC(=O)N(c2ccccc2)c2ccccc2)s1,0,7,19,12,-2,0.8,-1,6,-1
NC(=O)CSc1nnc(NC(=O)C2CC(=O)N(c3ccc(F)cc3)C2)s1 (stereo unspecified),2,7,-3,-6,13,-0.1,-1,-8,-2
CN(c1ccccc1)S(=O)(=O)c1ccc2[nH]c(=O)[nH]c2c1,0,-8,-5,3,-1,-1.2,-5,11,0
C=CC[C@@H](CC(=O)N[C@@H](CO)Cc1ccccc1)C(=O)NCCOC(=O)[C@@H](CC=C)CC(=O)OC(C)(C)C,4,17,3,-3,0,0.3,3,-2,-2
COc1ccccc1NC(=O)c1ccccc1NC(=O)c1cc(Cl)ccc1NC(=O)c1ccco1,4,10,10,13,-1,-0.4,16,2,-2
O=C(CCn1c(=S)oc2ccccc21)NC1CCCCCCC1,5,16,6,9,-2,2.1,10,14,-2
O=C(N/N=C\c1cccc(F)c1)c1ccc(-c2ccccc2)cc1,-9,33,-5,4,6,2.3,-27,7,-4

# Bioassay records: PubChem BioAssay, Sanford-Burnham Center for Chemical Genomics
